cardiac RTF act = cardiac RTF calcium sensitization | P19429+P45379 | IANBD-labeled TnC RTF fluorescence at EC20 calcium; 0% EC20 calcium, 100% full calcium | activation, % at 7.2 µM | hit rate 0.24% among 340,000 | AID 493008;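 active = activation above the mean over all tested compounds plus 3 SD, cut at about 30% in these data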;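 also: rise in fluorescence read as greater calcium sensitivity of cardiac thin filaments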
CAL PDZ FP-1 = human CAL PDZ-peptide interaction inhibition; Q9HD26; purified CAL PDZ, TMR-peptide fluorescence polarization, 1 h; inhibition, % at 20 µM; hit rate 0.02% among 330,000; AID 504414;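 active = highest replicate inhibition of at least 40%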;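 also: plate controls were DMSO neutral control wells for no effect and unlabeled competitor peptide control wells for full effect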
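Material: tagged CAL PDZ domain; buffer or medium: 25 mM sodium phosphate pH 7.4, 150 mM NaCl, TCEP, IgG, Thesit; compound dosing: single point, 20 µM; schedule: 1 h incubation at room temperature before polarization reading; measured by: FP readout, S and P plane fluorescence; read-out basis: percent inhibition from loss of millipolarization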
dFosB activator = mouse delta FosB homodimer activation | hit rate 0.99% among 340,000 | purified delta FosB, TAMRA-CDK5 oligo fluorescence polarization; percent of positive-control signal above neutral wells | P13346 | activation, % at 25 µM;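 active = mean activation above about 17%, with every replicate also reaching it, limit read from the data, passing the limit was not always enough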;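 also: fluorescence polarization rise as delta FosB binds a TAMRA Cdk5 AP-1 oligo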
Target sequence (P13346 whole entry, looked up): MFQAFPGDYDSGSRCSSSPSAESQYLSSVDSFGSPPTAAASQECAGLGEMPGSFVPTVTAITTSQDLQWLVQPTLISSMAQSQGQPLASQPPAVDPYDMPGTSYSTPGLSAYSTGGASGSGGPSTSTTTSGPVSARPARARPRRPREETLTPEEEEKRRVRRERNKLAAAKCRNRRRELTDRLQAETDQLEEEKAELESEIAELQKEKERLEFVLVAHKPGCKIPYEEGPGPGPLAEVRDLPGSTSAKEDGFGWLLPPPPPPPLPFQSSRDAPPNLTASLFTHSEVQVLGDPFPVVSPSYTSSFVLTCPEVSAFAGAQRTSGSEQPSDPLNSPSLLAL
Tat transport = E. coli Tat transport inhibition; E. coli MC4100 TorA-mCherry Tat export, fluorescence; inhibition, % at 10 µM; hit rate 0.036% among 340,000;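 active = mean replicate inhibition at least 50% and at least half of replicates individually reaching 50%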;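 also: exported cargo escapes ClpAP degradation while cytoplasmic cargo is degraded and loses fluorescence; 0% = median of neutral control wells and 100% = median of NaSCN control wells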
MITF act = MITF TRPM1 promoter activation in melanoma cells; activation, % at 12.5 µM; SK-MEL-5 TRPM1-promoter luciferase, 24 h; % of positive control, neutral wells = 0; hit rate 0.75% among 300,000; AID 588334;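 active = mean activation of at least 80% with every replicate also reaching 80%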;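 also: 0% = neutral control wells and 100% = parthenolide positive control wells; values of inactives mirror those of a sister screen read the other way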
Wnt bcat act = activators of Wnt/beta-catenin signaling; Wnt/beta-catenin reporter cell assay, activator, plate reader; activation, % at 9.35 µM; hit rate 1.2% among 300,000; in the data active = activation above about 30%, passing the limit was not always enough;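 also: 0% = neutral control wells and 100% = positive control wells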
CAL PDZ FP-2 = blocks peptide binding to the human CAL PDZ domain; purified CAL PDZ, TMR-peptide fluorescence polarization, 1 h; inhibition, % at 24.9 µM; hit rate 0.92% among 300,000; Q9HD26; AID 602252;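 active = mean inhibition of at least 30% with at least half of replicates also reaching 30%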;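 also: 0% = DMSO neutral control and 100% = excess unlabeled competitor peptide PRC23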
CDK5 inh = CDK5/p35 (human) kinase inhibition. Q00535+Q15078. Recombinant CDK5/p35, ADP-Glo luminescence, 60 min. inhibition, % at 10 µM. hit rate 0.01% among 330,000;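 active = highest replicate inhibition of at least 50% and at least 75% of replicates reaching 50%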;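 also: plate controls were DMSO neutral control for no effect and GW8510 at 10 µM for full effect; many of its hits are not listed in these tables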
Target sequence (Q00535 whole entry, looked up): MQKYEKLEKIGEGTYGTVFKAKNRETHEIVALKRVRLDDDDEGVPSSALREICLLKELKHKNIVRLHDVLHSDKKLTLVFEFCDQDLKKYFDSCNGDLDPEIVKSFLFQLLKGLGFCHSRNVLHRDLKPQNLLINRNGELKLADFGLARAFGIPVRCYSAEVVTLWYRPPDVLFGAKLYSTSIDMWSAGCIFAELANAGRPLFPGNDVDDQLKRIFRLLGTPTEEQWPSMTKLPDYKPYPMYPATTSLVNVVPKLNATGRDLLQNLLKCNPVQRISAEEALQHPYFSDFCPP
Target sequence (Q15078 whole entry, looked up): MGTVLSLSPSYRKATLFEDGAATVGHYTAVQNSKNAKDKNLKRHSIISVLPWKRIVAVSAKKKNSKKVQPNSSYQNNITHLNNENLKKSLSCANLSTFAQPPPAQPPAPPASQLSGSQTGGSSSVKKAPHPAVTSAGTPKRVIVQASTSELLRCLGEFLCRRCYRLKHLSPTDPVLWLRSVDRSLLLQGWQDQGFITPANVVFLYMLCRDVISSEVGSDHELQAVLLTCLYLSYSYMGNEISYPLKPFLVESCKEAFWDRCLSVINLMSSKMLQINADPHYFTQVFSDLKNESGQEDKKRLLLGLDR
Rtt109 Vps75 = blocks Candida albicans Rtt109/Vps75 acetyltransferase activity; purified Rtt109/Vps75, ThioGlo CoA-SH fluorescence, 4 h; inhibition, % at 34.9 µM; hit rate 0.16% among 330,000; AID 540336;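 active = inhibition of at least 50% in every replicate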
V-ATPase pHluor = yeast V-ATPase proton transport regulation by pHLuorin; S. cerevisiae, pHLuorin cytosolic pH fluorescence; response, % at 10 µM; hit rate 0.37% among 350,000; in the data active = response mostly above about 7.3%, no sharp cut-off; inactive = mostly below about 5.4%; also: actives read high; inactives centre near 0; some compounds called inactive have numbers as strong as hits; reference of the scale not given here
Numbers without * were called inactive; . = not tested or not shown; & = joins results of further samples. This is a random part of the collection; 4.1% or so of the library scored in one or more.

Under each structure: cardiac RTF act, CAL PDZ FP-1, dFosB activator, Tat transport, MITF act, Wnt bcat act, CAL PDZ FP-2, CDK5 inh, Rtt109 Vps75, V-ATPase pHluor
C/C(CC(=O)Nc1cccc2c1CCCC2)=N\NC(=O)c1cccc2ccccc12
    -3, -3.0, -1, 2, -6, ., -4, 0.8, -9, -1
Cc1cccc(NNC(=S)Nc2c(C)cccc2C)c1
    1, -1.1, -15, 1, -16, -1, -4, 0.7, -1, 2
CCc1cc2c(=O)c(-c3cnn(-c4ccccc4)c3)c(C)oc2c(CN2CCCCC2)c1O
    2, -4.3, -11, -1, ., -3, -4, -0.8, ., 1
N#Cc1ccc(CSc2nnc(-c3ccncc3)n2CCc2ccccc2)cc1
    -2, -0.7, -1, 0, ., -3, -7, -1.2, -13, -4
CCCC(C(=O)NC1CCCC1)N(C(=O)Cn1nnc(-c2ccc(C)o2)n1)C1CCCC1 (stereo unspecified)
    2, -2.9, -16, 1, 7, 0, -4, 0.2, 3, 2
CCOc1ccc(-c2nc(CSCC(=O)NC3CCCc4ccccc43)c(C)o2)cc1 (stereo unspecified)
    -3, ., -15, 5, -14, ., -8, -0.9, -4, 2
CCc1nn2c(=O)c(S(=O)(=O)Nc3cccc(F)c3)c(C)nc2s1
    1, -2.2, -1, -5, 7, 0, -3, -2.1, 5, 2
COc1ccc(N2CCN(CC(=O)NCc3ccccc3)CC2)cc1
    -1, -1.8, 4, -3, 13, -2, -4, -2.0, -8, -4
CCNC(=S)NNC(=O)c1cc(C2CC2)nc2ccccc12
    -1, -0.1, -5, -8, -4, ., -3, 3.0, 10, -2
COc1ccc(OCc2cc(C(=O)N(C)Cc3cnccn3)no2)c(Cl)c1
    0, -0.4, 9, -3, 68, 12, ., -0.8, -1, 0
N#Cc1ccc(OCC(=O)Nc2cc(S(=O)(=O)N3CCCCC3)ccc2N2CCCCC2)cc1
    2, -1.9, -5, 0, 5, 0, -2, 0.0, 1, 3
C=CCn1c(SCC(=O)NC2CCCCC2)nnc1-c1sc(N)nc1C
    -3, 0.1, 4, -4, 0, ., 3, 1.5, 3, -4
CCN1CCN(c2cc3c(cc2F)c(=O)c(S(=O)(=O)c2ccccc2)cn3C)CC1
    0, -0.3, -4, -4, -5, -1, 4, -0.9, 4, -1
COc1ccc2[nH]cc(C(=O)CN(C)CCc3ccc(OC)c(OC)c3)c2c1
    -2, -1.0, -10, -8, -10, ., -1, -0.6, 5, 0
COC(=O)c1cc(S(=O)(=O)NCc2cccc(Br)c2)c[nH]1
    -2, -3.2, 0, 1, -1, -2, -1, -2.6, 0, 2
O=C(Nc1ccc2ccccc2c1)/C(=C\c1ccc2c(c1)OCO2)NC(=O)c1ccco1
    -5, -1.3, 6, -3, -8, -6, 0, 2.0, -6, -2
O=C(O)c1cccc(NC(=O)c2cccc(S(=O)(=O)N3CCCCC3)c2)c1
    -1, -1.4, 0, 0, 6, ., -3, -1.0, -1, 0
O=C1N[C@@H](Cc2ccccc2)C(=O)N2[C@@H]1C[C@@]1(Br)c3ccccc3N(S(=O)(=O)c3ccccc3)[C@@H]21
    0, -1.3, -15, 1, -4, 3, -5, -1.1, 9, 3
O=C(COc1ccc(F)cc1)Nc1ccccc1N1CCOCC1
    -9, -2.5, 1, -8, -1, 4, -1, 0.7, -16, 1
CN(Cc1ccsc1)C(=O)CCc1nnc(Cc2c[nH]c3ccccc23)o1
    -2, ., -6, 10, -6, -1, 20, 1.4, 0, -2

An excerpt from above in order of length of the SMILES, low to high.
Under each structure: cardiac RTF act, CAL PDZ FP-1, dFosB activator, Tat transport, MITF act, Wnt bcat act, CAL PDZ FP-2, CDK5 inh, Rtt109 Vps75, V-ATPase pHluor
CCNC(=S)NNC(=O)c1cc(C2CC2)nc2ccccc12
    -1, -0.1, -5, -8, -4, ., -3, 3.0, 10, -2
C=CCn1c(SCC(=O)NC2CCCCC2)nnc1-c1sc(N)nc1C
    -3, 0.1, 4, -4, 0, ., 3, 1.5, 3, -4
COC(=O)c1cc(S(=O)(=O)NCc2cccc(Br)c2)c[nH]1
    -2, -3.2, 0, 1, -1, -2, -1, -2.6, 0, 2
N#Cc1ccc(CSc2nnc(-c3ccncc3)n2CCc2ccccc2)cc1
    -2, -0.7, -1, 0, ., -3, -7, -1.2, -13, -4
COc1ccc(OCc2cc(C(=O)N(C)Cc3cnccn3)no2)c(Cl)c1
    0, -0.4, 9, -3, 68, 12, ., -0.8, -1, 0
CCOc1ccc(-c2nc(CSCC(=O)NC3CCCc4ccccc43)c(C)o2)cc1 (stereo unspecified)
    -3, ., -15, 5, -14, ., -8, -0.9, -4, 2
CCCC(C(=O)NC1CCCC1)N(C(=O)Cn1nnc(-c2ccc(C)o2)n1)C1CCCC1 (stereo unspecified)
    2, -2.9, -16, 1, 7, 0, -4, 0.2, 3, 2
N#Cc1ccc(OCC(=O)Nc2cc(S(=O)(=O)N3CCCCC3)ccc2N2CCCCC2)cc1
    2, -1.9, -5, 0, 5, 0, -2, 0.0, 1, 3

Continuation:
Under each structure: cardiac RTF act, CAL PDZ FP-1, dFosB activator, Tat transport, MITF act, Wnt bcat act, CAL PDZ FP-2, CDK5 inh, Rtt109 Vps75, V-ATPase pHluor
CC(C)c1ccc(O)c(NC(=O)c2cccnc2)c1
    2, 0.9, 4, -6, -11, -2, ., 0.1, -16, 2
COc1ccc(-c2cc(=O)oc3c(C)c(OC(C)C(C)=O)ccc23)cc1 (stereo unspecified)
    -4, -1.9, -30, -6, 9, 0, -6, -0.6, -23, 0
C=CCN(c1ccccc1Cl)S(=O)(=O)c1cccc(C(=O)NCCc2ccc(OC)cc2)c1
    13, -1.2, -1, -1, -2, -6, -7, 0.2, 5, -3
C=CCNC(=O)C1CC1(c1ccccc1)c1ccccc1 (stereo unspecified)
    2, -1.0, 6, 7, 14, -5, -1, 1.3, -3, 1
Fc1ccc(C(c2ccc(F)cc2)N2CCN(C/C=C/c3ccccc3)CC2)cc1
    3, -0.1, 8, 13, 10, -6&-6, -4, -0.3, 2, 5
COc1ccccc1NC(=O)Cn1c2ccc(F)cc2c2nc3n(c(=O)c21)CCS3
    -2, -3.1, 4, -1, ., -2, -4, -0.2, -18, 0
COc1ccc(C2NC(C(=O)O)Cc3c2[nH]c2ccccc32)cc1CN1CCN(c2ccc(F)cc2)CC1 (stereo unspecified)
    -3, -3.6, 1, 2&4, -16, -1, -13, 1.4, -8&7, 2
O=[N+]([O-])c1cc(S(=O)(=O)Nc2ccccc2)ccc1N1CCN(c2ccc(O)cc2)CC1
    -4, -1.7, -7, -6, -8, 2, 1, 0.1, 2, 3
O=[N+]([O-])/C=C/c1ccc2c(ccn2Cc2ccccc2)c1
    2, -0.2, -6, -3, -68, -11, -4, 5.4, -4, 0
O=[N+]([O-])c1ccc(/C=N/NS(=O)(=O)c2ccc(Cl)cc2)o1
    4, -1.6, -6, 5, -10, 2, 5, -0.3, ., -9
COc1ccc(CC(=O)Nc2ccccc2C(=O)NCCc2ccccc2)cc1
    -3, -0.3, -22, 4, -1, 10, -5, -1.4, 2, -5
O=C(c1cnccn1)N1CCc2ccccc2C1
    4, 0.3, -5, -2, 1, -1, -1, -0.4, -8, -2
N=c1c(C(=O)NCCN2CCOCC2)cc2c(=O)n3ccccc3nc2n1CCCN1CCOCC1
    2, -1.9, 14, 2, -2, -2, -2, 4.4, ., -7
Cc1cccc(CNS(=O)(=O)c2ccc(-c3cnc(C4CC4)o3)cc2)c1
    6, -3.0, -16, 5, -3, 2, -4, -1.1, 8, 2
CC(=O)Nc1ccc(NC(=O)C(Cc2ccccc2)NC(=O)C2CCC(C)CC2)cc1 (stereo unspecified)
    4, 0.4, 7, 0, 2, 0, -3, -1.4, 2, 1
CCCc1cc(NCCCN2CCOCC2)n2c(nc3ccccc32)c1C#N
    0, 0.9, -1, 8, 0, 0, -2, -1.9, -174, 4
CC(C)c1ccccc1OCC(=O)NN1C(=O)c2ccccc2C1=O
    -1, -0.8, -14, -3, -6, 0, -1, -1.5, 6, -1
COCCn1cc(C(=O)c2cc(Br)ccc2O)cc(C#N)c1=O
    0, -0.7, 1, -3, -4, -1, -4, 5.1, -2, -1
Cc1cccc([C@@H]2[C@@H]3C(=O)N(Cc4ccccc4)C(=O)[C@@H]3[C@]3(Cc4ccccc4)C(=O)N(c4ccc(C(F)(F)F)cc4)C(=O)N23)c1
    2, -0.1, -9, -10, 1, -1, -1, -0.4, -7, 2
CCOc1ccc(NC(=O)CN(C)C(=O)c2c(-c3c(F)cccc3Cl)noc2C)cc1OCC
    7, -2.6, -15, -5, -8, -2, 11, 0.7, 0, 1
CC(=O)c1cnc(-c2cccc(Cl)c2)s1
    0, -1.4, -5, -6, 68, 6, ., -2.0, -2, 1
O=C(Nc1ccc(S(=O)(=O)NC2=NCCCCC2)cc1)c1cccc(S(=O)(=O)N2CCOCC2)c1
    -4, -1.5, -1, 0, -1, -2, ., 0.7, 2, -1
CC(=O)C1=C(O)C(=O)N(Cc2ccccc2)C1c1ccc(N(C)C)cc1 (stereo unspecified)
    -7, -0.1, -4, 1, ., 0, -2, -1.0, -4, 3
COc1ccccc1OCCNC(=O)C(CCSC)NC(=O)c1ccccc1Cl (stereo unspecified)
    -2, -5.3, -4, 18, -3, -2, -9, -0.6, -7, -1
COc1ccccc1C(=O)NCCNc1nc2cc(C)cc(C)c2cc1C#N
    4, -2.0, -13, 1, ., -1, -5, -1.0, -2, 0
COc1cccc(/C=C/C(=O)N(C)CC(=O)Nc2ccc(Cl)c(C(F)(F)F)c2)c1
    4, -3.1, -6, -1, -6, 1, 0, -3.3, -3, -4
Cc1c(Cc2ccccc2)c(=O)oc2cc(OCc3nn[nH]n3)ccc12
    -2, -2.0, -12, -1, -3, ., -6, -0.4, 2, 1
CCCNc1c(NS(=O)(=O)c2ccc3c(c2)CCCC3)c(=O)oc2ccccc12
    1, 0.3, 60*, 3, -5, ., -2, 0.7, -5, -2
CN(C)S(=O)(=O)c1cccc(NC(=O)c2cc([N+](=O)[O-])ccc2N2CCCCC2)c1
    -5, -0.2, 6, 1, -3, 3, -8, 0.2, -11, -2
O=C(Nc1cccc(/C=C/c2ccccn2)c1)c1ccc(-n2cncn2)c([N+](=O)[O-])c1
    -5, -1.7, -7, -3, -8, 2, 1, 1.1, -7, -3
CC1CCN(C(=O)c2ccc(S(=O)(=O)Cc3cccc(F)c3)c([N+](=O)[O-])c2)CC1
    7, 0.6, 3, 1, -47, ., 2, ., -5, -5
CNc1oc(-c2ccccc2F)nc1S(=O)(=O)c1ccc(C)cc1
    -3, -0.6, -6, 10, -9, 0, -3, 0.5, 4, -1
COc1ccc(N(C(=O)c2cc3ccccc3oc2=O)C2C=CS(=O)(=O)C2)cc1 (stereo unspecified)
    -5, 0.6, 8, -6, -13, -2, 3, -2.9, 19, -1
O=C(C1CCN(C2CC(=O)N(c3cccc(Cl)c3)C2=O)CC1)N1CCCCCC1 (stereo unspecified)
    0, -0.8, -2, -5, -3, -1, 4, -0.8, ., 2

Assay outcomes as filed in PubChem.
